# Fluor 339 460: intrinsic fluorescence of library compounds, ex339/em460 – biochemical, MLSMR library, data from DPM-DC assay, artefact control, profiling panel; actives 5.5% (n = 65,000); fluorescence fold increase at 10 µM; compound autofluorescence, ex339/em460 nm, NADH buffer; hits give high values; 1 = no-compound wells, NADH background; AID 709;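 active = at 10 µM, mean starting fluorescence two-fold or more over control wells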;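 note: signal is the first read of a kinetic run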
# Ecoli tolC: E. coli tolC mutant growth inhibition | E. coli BW25113 tolC mutant growth, OD615 | growth inhibition, % at 10 µM (by protocol) | actives 2.2% (n = 65,000);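 active = growth inhibition at or above a cutoff equal to the mean over every tested compound plus 3 SD, cut at about 60% in these data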;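 note: growth measured after 20 h incubation at 37 °C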
#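 System: E. coli ΔtolC::kan strain BW25113; Buffer or medium: LB broth supplemented with 50 µg/mL kanamycin; Compound: 10 µM final, single dose; Incubation: bacterial growth with compound for 20 h at 37 °C; Signal: A615 absorbance measurement; Evaluation: growth inhibition in percent.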
# M1 agonist: M1 muscarinic receptor agonism. B-score at 10 µM. actives 3% (n = 64,000). CHO-M1 cells, Fluo-4 calcium fluorescence, agonist mode; hits give high values. AID 626;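 active = fluorescence rise, raw or as B-score row- and column-corrected plate score, outside the 99.7% band of its plate's samples, either direction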
# SF-1 act: SF-1 (human) activation. Q13285. CHO-K1 Gal4-SF-1 LBD luciferase reporter; % increase over DMSO SF-1-specific signal. activation, % at 10 µM. actives 1.9% (n = 65,000). AID 522;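 active = activation above the mean activation of all tested compounds plus 3 SD, cut at about 50% in these data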
# Target sequence (Q13285 whole entry, looked up, the tested form may be a part): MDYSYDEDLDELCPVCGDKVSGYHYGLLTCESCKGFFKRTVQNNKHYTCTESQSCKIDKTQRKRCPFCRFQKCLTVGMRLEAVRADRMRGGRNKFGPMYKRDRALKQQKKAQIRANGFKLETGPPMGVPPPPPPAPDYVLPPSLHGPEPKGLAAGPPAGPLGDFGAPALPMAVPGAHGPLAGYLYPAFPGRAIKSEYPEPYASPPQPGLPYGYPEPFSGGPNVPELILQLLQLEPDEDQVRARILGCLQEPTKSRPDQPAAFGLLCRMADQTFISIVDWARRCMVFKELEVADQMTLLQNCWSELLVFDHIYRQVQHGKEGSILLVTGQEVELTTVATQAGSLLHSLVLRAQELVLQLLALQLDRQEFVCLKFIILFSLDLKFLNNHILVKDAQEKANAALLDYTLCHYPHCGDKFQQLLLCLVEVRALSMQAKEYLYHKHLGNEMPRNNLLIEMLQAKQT
#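 Material: Gal4–SF-1 LBD one-hybrid luciferase reporter in CHO-K1 cells | Amount: 4,000 cells per well | Compound dosing: 10 µM single point, 1% DMSO | Schedule: 20 h compound treatment, 37 °C | Measured by: SteadyLite luciferase luminescence | Evaluation: Percent activation versus DMSO | Control set: DMSO-treated SF-1-transfected cells as negative, DMSO-treated mock-transfected cells lacking SF-1 as background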
# M1 antagonist: blocks the rat M1 muscarinic receptor response to acetylcholine; P08482; CHO-M1 cells, Fluo-4 calcium, ACh EC80 antagonist mode; hits give low values; B-score at 10 µM; actives 3.4% (n = 64,000); AID 628;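 active = calcium fluorescence response, raw or row-and-column corrected B-score, differing from the plate sample mean either way at a set confidence level, mostly lower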
# RORA act: activators of human nuclear receptor RORA | activation, % at 10 µM | actives 1.5% (n = 65,000) | P35398 | CHO-K1 Gal4-RORA LBD luciferase reporter, luminescence; percent increase over mock-subtracted basal signal;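 active = activation above the mean of all tested compounds plus 3 SD, cut at about 49% in these data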;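 note: 0% = DMSO-treated RORA cells and 100% = added signal equal to DMSO minus mock-transfected cells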
# Target sequence (P35398 whole entry, looked up, the tested form may be a part): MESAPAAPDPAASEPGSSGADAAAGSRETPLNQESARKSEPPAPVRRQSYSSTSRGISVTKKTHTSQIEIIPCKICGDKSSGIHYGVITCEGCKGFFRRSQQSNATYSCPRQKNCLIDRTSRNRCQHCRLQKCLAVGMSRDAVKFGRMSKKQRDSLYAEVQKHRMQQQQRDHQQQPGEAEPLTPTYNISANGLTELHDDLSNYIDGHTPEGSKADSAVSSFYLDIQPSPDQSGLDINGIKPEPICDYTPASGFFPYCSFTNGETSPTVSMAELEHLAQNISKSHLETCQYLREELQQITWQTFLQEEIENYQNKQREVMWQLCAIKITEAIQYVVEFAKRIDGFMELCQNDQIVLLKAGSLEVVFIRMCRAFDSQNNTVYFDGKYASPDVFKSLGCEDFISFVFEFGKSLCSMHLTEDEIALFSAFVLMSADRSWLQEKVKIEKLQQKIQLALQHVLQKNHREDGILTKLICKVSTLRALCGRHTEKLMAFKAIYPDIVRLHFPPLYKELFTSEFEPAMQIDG
# TNAP act DEA: human TNAP activation, intermediate phosphate acceptor; purified TNAP, CDP-star luminescence, 100 mM DEA, 30 min; hits give high values; scale: 0 levamisole-inhibited, 1 vehicle-only enzyme; activation factor at 20 µM; 64,000 tested, under 10 active;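 active = activation factor of at least 2 at 20 µM, relative to controls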
# Ec RNAP inh: inhibitors of Escherichia coli RNA polymerase; E. coli RNA polymerase, fluorescence transcription assay; inhibition, %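 (tested at 10 µM)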; actives 0.2% (n = 62,000); AID 559; in the data active = inhibition above about 20%;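 note: 0% = enzyme without compound and 100% = no enzyme blank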
# NADH enzymes: inhibitors of enzymes used to reach an NAD/NADH endpoint; coupled PK/LDH NADH assays, four targets; IC50, µM (doses to about 10 µM), for the others: at the top dose inhibition; actives 0.02% (n = 65,000);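 active = single-dose screening hits from any of four coupled enzyme assays that gave an IC50 when retested across doses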;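 note: the DPM-DC format reads NADH fluorescence rather than 340 nm absorbance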
# * marks the source's active call; other numbers are inactive results; . = not tested or not shown; [ ] = another dose, or the depositor's remark.
# Every second line gives: Fluor 339 460	Ecoli tolC	M1 agonist	SF-1 act	M1 antagonist	RORA act	TNAP act DEA	Ec RNAP inh	NADH enzymes
> COc1cccc(NC(=O)CNC(=O)c2ccccc2)c1
  1	-6	0.17	24	0.19	6	0.9	6	4%
> COc1ccc(CCNC(=O)CN2CCCc3ccccc32)cc1OC
  1	1	0.005	17	0.29	10	0.9	17	3%
> O=C(Nc1nccs1)C1(S(=O)(=O)c2ccc(Cl)cc2)CC1
  1.1	0	0.56	-1	0.087	-16	1	1	8%
> COc1ccc(OC)c2sc(N3CCCCC3)nc12
  1.1	2	-0.33	40	-4.2*	38	1	10	8%
> CCOC(=O)Cn1cc(-c2ccccc2)nn1
  1.1	-10	-0.91	4	0.19	-16	1	4	3%
> Cc1cc(C)c(NC(=O)Cn2c(=O)n(Cc3ccco3)c(=O)c3ccccc32)c(C)c1
  1.1	-7	-0.094	-18	0.83	-10	1	-5	5%
> CN(C)S(=O)(=O)Nc1ccc(Oc2ccccc2)cc1
  1.1	20	0.3	-2	-1.1	2	1	16	3%
> CCn1c(COc2ccccc2C(N)=O)nc2ccccc21
  1.1	-7	-0.084	12	-0.37	18	0.8	12	5%
> CCn1cc(C(=O)OC(C)C(=O)Nc2c(C)n(C)n(-c3ccccc3)c2=O)c(=O)c2ccc(C)nc21 (stereo not drawn)
  1.1	99*	0.99	43	0.24	-12	1	-8	4%
> CCCCCOC(=O)Nc1nnc(CCC)s1
  1.1	3	1.3	-2	-0.59	13	0.9	6	4%
> CCOC(=O)c1sc(NC(=O)CSc2nnnn2-c2ccccc2)nc1C
  1	15	-0.87	-10	0.43	-26	0.9	3	6%
> c1ccc(C(c2nnnn2C2CCCCC2)N2CCc3ccccc3C2)nc1 (stereo not drawn)
  4*	-15	-0.45	-4	-0.92	-5	1	-6	11%
> COc1ccc(C2CC(=O)N3CN(c4ccc(C)c(Cl)c4)CSC3=C2C#N)cc1 (stereo not drawn)
  1.1	5	0.3	-9	1.2	7	0.9	7	3%
> CSc1nc(-c2ccccc2)nc2c1COC(C)(C)C2
  1.1	3	0.44	-16	-0.2	4	0.9	7	3%
> Cc1cc(C(=O)Nc2ccc3c(c2)OCCO3)c(C)o1
  1.1	5	-0.31	-10	0.055	1	0.9	5	2%
> COc1ccc(C(=O)NCCSCc2ccco2)cc1OC
  0.99	-6	0.00091	-15	-0.26	0	1	6	5%
> COc1ccc(-n2c(SCC(=O)N3CCCC(C)C3)nnc2-c2cccnc2)cc1 (stereo not drawn)
  1.1	4	0.39	-1	0.34	-22	1	9	5%
> CCOC(=O)c1ccc(N2C(=O)CC(N3CCN(C/C=C/c4ccccc4)CC3)C2=O)cc1 (stereo not drawn)
  1.1	-2	-2.1	-20	-3.8*	5	0.9	1	1%
> COc1ccc(-n2c(=O)[nH]cc(C(=O)N3CCc4ccccc43)c2=O)cc1
  1.1	9	0.21	-14	0.33	-7	.	.	2%
> Cc1cc(NS(=O)(=O)c2ccc(NC(=O)CCc3ccccc3)cc2)no1
  1.1	6	.	-8	.	3	0.9	10	9%

# One compound at a time, as listed above.
# COc1ccc(-n2c(=O)[nH]cc(C(=O)N3CCc4ccccc43)c2=O)cc1 in the list: Fluor 339 460 = 1.1; Ecoli tolC = 9; M1 agonist = 0.21; SF-1 act = -14; M1 antagonist = 0.33; RORA act = -7; TNAP act DEA = .; Ec RNAP inh = .; NADH enzymes = 2%
# COc1ccc(-n2c(SCC(=O)N3CCCC(C)C3)nnc2-c2cccnc2)cc1 (stereo not drawn) in the list: Fluor 339 460 = 1.1; Ecoli tolC = 4; M1 agonist = 0.39; SF-1 act = -1; M1 antagonist = 0.34; RORA act = -22; TNAP act DEA = 1; Ec RNAP inh = 9; NADH enzymes = 5%

# The list goes on:
# Every second line gives: Fluor 339 460	Ecoli tolC	M1 agonist	SF-1 act	M1 antagonist	RORA act	TNAP act DEA	Ec RNAP inh	NADH enzymes
> CCc1c(C)[nH]n(-c2ccc(Oc3ccccc3)c(S(=O)(=O)O)c2)c1=O
  1.1	-14	-0.061	-7	-0.053	-3	1	10	1%
> Cc1cccc(-c2noc(CN(C(=O)c3c(-c4ccccc4Cl)noc3C)C(C)C)n2)c1
  1.1	30	-0.11	6	-1.4	11	0.9	5	1%
> COC(=O)CSc1nnc(C)n1-c1cccc(C#N)c1
  1.1	-14	0.0063	3	0.75	-11	0.9	6	7%
> CSc1ccc(/C=N/n2nnnc2N)cc1
  5*	1	.	25	.	51*	1	4	10%[fluoresces]
> COc1cccc(CSc2nnc(-c3ccc(F)cc3)o2)c1
  1.1	50	-0.52	1	0.11	19	0.9	5	5%
> C=CCOC(=O)C(C#N)c1nc2ccccc2nc1N1CCC(C(=O)OCC)CC1 (stereo not drawn)
  1.2	2	5.1*	-10	0.19	-20	0.8	-5	2%
> Cc1ccc(OCc2nnc(SCC(=O)Nc3ccc4c(c3)OCCO4)n2Cc2ccco2)cc1
  1.1	49	-0.97	7	0.096	3	0.9	5	5%
> COC(=O)C1C(=O)c2c([nH]c(C(=O)OC3CCCCCC3)c2C)CC1C (stereo not drawn)
  1	15	0.2	38	0.56	74*	0.9	7	10%
> Cc1cc(C)n2cc(CSc3nc4cc(Cl)ccc4o3)nc2n1
  2.1*	33	-1.8	-14	-0.51	-15	0.9	3	1%
> CCN1C(=O)/C(=C/N(C)C)c2ccccc21
  1.1	6	0.0057	20	-1.1	-11	0.9	7	9%
> CN1CCCC(OC(=O)COc2ccccc2)C1 (stereo not drawn)
  1.2	-16	-1.2	-1	0.094	-12	1	-1	1%
> O=C(NCC1CCCO1)c1cc(-c2ccco2)nc2ccccc12 (stereo not drawn)
  5*	-27	-0.018	-10	-0.74	10	1	2	9%[fluoresces]
> CC1CCN(C(=O)CSc2nnc(-c3ccc(S(=O)(=O)N4CCOCC4)cc3)n2C)CC1
  1.1	-20	-0.47	1	-1.1	-8	0.9	4	2%
> Clc1ccccc1-c1nnc2sc(-c3cccs3)nn12
  1.1	-1	-0.091	-25	-0.052	-10	0.9	10	12%
> CCCC(O)(CCN(C)C)c1ccc(OC)cc1 (stereo not drawn)
  1.1	-6	0.72	2	0.0092	-4	0.8	4	4%
> Cn1c(CN2CCCCC2)nc2cc(NC(=O)c3ccc(F)cc3)ccc21
  1.1	19	0.089	4	-0.96	2	0.9	11	3%
> O=C(COC(=O)Cc1cn2ccsc2n1)NCc1ccc2c(c1)OCO2
  0.99	-10	0.069	2	-0.7	-22	1	5	8%
> COc1ccccc1-c1nc(C#N)c(N2CCN(c3cccc(Cl)c3)CC2)o1
  3.5*	17	-0.43	2	-0.13	1	0.9	2	18%[fluoresces]
> CC(C)=C1C2CCC1C(C(=O)NCc1ccccc1)C2C(=O)O (stereo not drawn)
  1.1	2	-0.056	27	-0.056	10	1	.	0%
> CCn1nnc(-c2ccccc2NS(=O)(=O)c2ccc(S(=O)(=O)N3CCCCCC3)cc2)n1
  1.1	18	0.2	0	-0.005	10	0.9	8	5%
> O=C(Nc1ccc(Cl)cc1C(=O)NCc1cccnc1)c1ccco1
  1.1	6	1.3	-4	0.074	-14	0.9	2	3%
> COc1ccc(-c2cc(C(=O)N3CCCCC3)no2)cc1OC
  1.1	5	-0.31	77*	-0.11	6	0.9	7	6%
> Cc1ccc(Nc2cc(C)nc3nc(C)nn23)cc1
  1.1	-10	1.7	0	0.64	6	0.9	7	11%
> Cc1cc(C)c2nc(N3CCCC3)c(C#N)cc2c1
  1.6	5	0.39	-14	0.29	14	1.1	-9	7%
> CC(=O)Nc1ccc(C(=O)n2nc(C)cc2C)cc1
  1.1	-5	-0.5	-7	-0.73	-26	1	4	0%
> Cc1nnc(SCC(=O)NCC2CCCO2)n1-c1ccccc1 (stereo not drawn)
  1.1	9	-0.17	-1	0.3	-21	1	1	8%
> C=CCn1c(COc2ccccc2F)nnc1SCC(=O)NC(=O)NCc1ccco1
  1.1	3	-0.59	-18	0.011	8	1	-10	7%
> Cc1nnc2ccc(N3CCN(C(=O)c4ccccc4)CC3)nn12
  1.1	-10	-0.69	-14	-0.96	7	1	9	7%
> Cn1c(C(=O)NC2CC2)cc2c(=O)n(C)c3ccccc3c21
  1.1	13	1.7	0	-0.76	-24	0.9	0	2%
> COc1ccc(C2=NO[C@@H]3C(=O)N(C4CCCCC4)C(=O)[C@H]23)cc1OC
  1.1	-9	18*	-2	0.041	16	1	1	10%
> CC(=O)NCC(=O)N(C)C(C(=O)Nc1ccc2c(c1)OCCO2)c1ccccc1 (stereo not drawn)
  1.1	-2	-0.33	3	0.16	-15	1	0	6%
> c1ccc(-n2cnc3cc(NCc4ccccn4)ccc32)cc1
  1	30	-1	4	-0.27	0	0.9	13	3%
> CCOc1ccc(C2=Nn3c(nnc3-c3ccccc3)SC2)cc1Cl
  1	0	-0.35	2	0.2	6	1	6	3%
> CC(=O)Nc1ccc(OCC(O)Cn2nc(C)nc2C)cc1 (stereo not drawn)
  1	-9	-0.75	14	0.3	-7	0.9	-3	2%
> COc1ccc(-c2n[nH]c(C)c2-c2ccc(OC)c(OC)c2)c(O)c1
  1.1	38	0.39	7	-0.00041	13	1.3	4	3%
> Cn1c(C(=O)NCc2cccnc2)cc2sccc21
  1	-21	0.76	9	-0.32	12	0.9	-16	1%
> O=C(NC1CCCCC1)c1cc2nc(-c3ccco3)cc(C(F)(F)F)n2n1
  2.9*	9	-0.94	11	-0.006	16	0.9	12	4%[fluoresces]
> O=C1CC(C(=O)Nc2nccs2)C(c2ccccc2)O1 (stereo not drawn)
  1	-4	-0.45	-6	0.1	-9	.	.	6%
> O=C(NCc1ccco1)c1ccc(=O)[nH]n1
  1	11	-0.78	-11	0.48	-11	1	3	4%
> O=C(CN(CC(=O)N1CCOCC1)S(=O)(=O)c1ccc(Br)s1)N1CCOCC1
  1.1	-3	0.21	-9	-0.078	-14	1	4	1%
> CCS(=O)(=O)CCSc1nc2ccccc2o1
  1.1	-11	0.078	5	0.17	14	1	6	8%
> Cc1ccc2nc(C3CCN(CC(=O)Nc4ccc5c(c4)OCCO5)CC3)[nH]c2c1
  1	16	2.6	-11	-0.59	-6	1	2	4%
> COc1ccc(-n2c(SCC(=O)Nc3nccs3)nc3sc4c(c3c2=O)CCN(C)C4)cc1
  1.2	-13	0.15	1	-1	5	0.9	9	6%
> CCOC(=O)C(Cc1ccccc1)NC(=O)Cn1nnc(-c2ccccc2)n1 (stereo not drawn)
  1.1	30	1.1	14	-0.33	-4	0.9	-1	4%
> COC(=O)C1=C(C)NC(=O)C1(Nc1nccs1)C(F)(F)F (stereo not drawn)
  1.1	-6	0.034	11	0.44	-6	0.9	7	4%
> O=C(OCC#CCSc1nnc(-c2ccccc2)o1)c1ccco1
  1	0	0.21	10	-0.031	31	0.9	-4	5%
> O=C(CN1C(=O)c2cccc3cccc1c23)NCc1ccc2c(c1)OCO2
  1.5	20	-0.76	-1	0.35	-11	0.9	6	1%
> CCOC(=O)c1ccc(NC(=O)c2nn(CC)cc2Br)cc1
  1.1	30	-0.72	35	0.35	10	1	8	7%
> CCOc1ccc(-c2nnc(SCC(=O)N3CCOCC3)o2)cc1
  1.1	-20	.	25	.	52*	0.9	6	1%
> CCN(CC)C(=O)c1ccc(NS(=O)(=O)c2ccccc2)cc1
  1	8	0.092	-8	-0.26	2	0.9	3	3%

# Screens from PubChem.
